# DYRK1A inh: rat Dyrk1A kinase inhibitors, primary screen, biochemical, single point, plate reader; Dual specificity tyrosine-phosphorylation-regulated kinase 1A (Rattus norvegicus), Q63470; 310,000 tested, 0.43% active; ADP-Glo luminescence, NFATc1 peptide; inhibition, % at 12.5 µM; in the data active = inhibition above about 50%;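 note: plate controls were vehicle with enzyme for no effect and no enzyme for full effect; many of its hits are not listed in these tables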
# GSK3A inh: blockers of GSK3A enzyme activity – biochemical, luminescence, cell-free homogeneous, HTS, primary screen | 320,000 tested, 0.1% active | Glycogen synthase kinase-3 alpha (Homo sapiens), P49840 | inhibition, % at 10 µM | GSK-3 alpha kinase, ADP-Glo luminescence, 60 min;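 in the data active = inhibition above about 50%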;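 note: GST-tagged GSK-3 alpha with peptide substrate and 25 µM ATP; 0% = DMSO neutral wells and 100% = GW8510 positive control wells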
# IEC-6 cytotox: cytotoxicity in IEC-6 intestinal epithelial cells, primary screen, cytotoxicity control for KLF5 inhibitor project, cell-based, luminescence. 290,000 tested, 0.78% active. inhibition, % at 5 µM. IEC-6 cytotoxicity, luminescence viability; in the data active = inhibition above about 22%;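 note: 0% = plate median of test compound wells and 100% = cytotoxic reference compound wells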
# HSF1 inhib: HSF1 inhibitors in luciferase reporter cells, primary screen, cell-based, NIH3T3, luminescence; 300,000 tested, 0.77% active; activity change, negative = inhibition, % at 7.5 µM (by protocol); NIH3T3-HGL HSE-luciferase, MG132-induced, luminescence 8 h; active compounds read low;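 active = more than half of replicate wells show activity change below -50%, luminescence cut by over half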;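 note: luciferase reports HSF-1 transcriptional activity via heat shock element; 0% = median of DMSO wells and -100% = zero luminescence signal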
# HSP90 inh: HSP90 inhibitors, primary screen, cell lysate, luminescence; Heat shock protein HSP 90 (rabbit reticulocyte lysate; luciferase refolding); Rabbit reticulocyte lysate, luciferase refolding luminescence, 3 h; inhibition, % at 5.6 µM; 290,000 tested, 0.91% active;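 active = inhibition above the screen-wide mean plus 3 SD, computed separately per campaign, cut at about 16% in these data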;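 note: 0% = DMSO wells and 100% = 60 µM geldanamycin wells; inhibitors lower the luminescence because luciferase stays unfolded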
# aSyn 5UTR inh: MLPCN primary screen, SNCA 5' untranslated region; alpha-synuclein 5'UTR reporter, inhibitor activity; inhibition, % (tested at 7.5 µM); 300,000 tested, 0.82% active; AID 1813, 2009; in the data active = inhibition above about 60%;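 note: H4 neuroglioblastoma cells stably carrying SNCA 5'UTR luciferase fusion; 0% = DMSO wells and 100% = positive control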
# Platelet DG rel: inhibitors of platelet dense granule secretion, primary screen, cell-based, MLPCN, human platelets; inhibition, %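 (compounds screened at 7.5 µM in platelet-rich plasma)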; 300,000 tested, 0.22% active; human platelet-rich plasma, SFLLRN dense granule ATP release, luminescence;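 active = mean replicate score, as percent of positive control, at or above 50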
# GSK3beta inhib: human GSK3beta kinase inhibitors, primary screen, biochemical, cell-free homogeneous, HTS. GST-GSK3beta kinase, ADP-Glo luminescence, 60 min; active compounds read low. activity score (negative = inhibition), % at 10 µM. 300,000 tested, 0.038% active. AID 2097, 2009;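 active = more than half of replicate wells score below -50%, meaning over 50% inhibition versus plate controls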;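 note: 0% = median DMSO wells and -100% = median GW8510 positive control wells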
# Target sequence (P49841 whole entry, looked up): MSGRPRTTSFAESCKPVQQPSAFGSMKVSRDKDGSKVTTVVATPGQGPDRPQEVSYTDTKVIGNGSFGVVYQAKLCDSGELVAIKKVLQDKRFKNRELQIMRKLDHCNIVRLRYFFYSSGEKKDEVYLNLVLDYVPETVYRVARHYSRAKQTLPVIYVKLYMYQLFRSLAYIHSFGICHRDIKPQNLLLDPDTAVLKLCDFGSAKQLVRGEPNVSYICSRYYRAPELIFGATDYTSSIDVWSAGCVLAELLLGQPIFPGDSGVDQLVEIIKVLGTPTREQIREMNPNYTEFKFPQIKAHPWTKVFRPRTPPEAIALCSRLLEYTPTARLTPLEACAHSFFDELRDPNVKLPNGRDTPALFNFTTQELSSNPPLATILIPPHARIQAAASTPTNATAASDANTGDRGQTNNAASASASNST
#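 Test system: GST-tagged human GSK3beta kinase, cell-free; evaluation: activity score scaled between in-plate DMSO and GW8510 controls; measured by: ADP-Glo luminescence; incubation: 60 min reaction, RT; benchmarks: DMSO and 20 µM GW8510; reagent: peptide substrate plus 25 µM ATP (final); medium: Tris/MgCl2 kinase buffer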
# HSF-1 act: HSF-1 activators, primary screen, NIH3T3-HGL cells, MG132 stress, luminescence, single point | AID 504408, 2011 | activation, % at 9 µM | 300,000 tested, 1.7% active | NIH3T3-HGL HSF-1 luciferase reporter, 8 h; 100% = twice DMSO control signal;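 active = mean replicate activation of at least 50% with a set share of replicates each reaching 50%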;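 note: 0% = median of the neutral control wells and 100% = twice that signal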
# KLF5 inh: KLF5 expression inhibitors, primary screen, DLD-1 cells, luminescence; 290,000 tested, 0.23% active; AID 1700, 2009; inhibition, % at 5 µM; DLD-1 KLF5 promoter-luciferase reporter;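 active = inhibition above a per-plate limit of that plate's mean compound inhibition plus 3 SD, cut at about 60% in these data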;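 note: 0% = DMSO wells and 100% = LY294002 at 200 µM; higher means less KLF5 promoter-driven luciferase light; inactives centre near -14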
# An asterisk follows results filed as active; . = not tested or not shown. These rows are one share of the data; count on the stated rates, not on these rows.
SMILES,DYRK1A inh,GSK3A inh,IEC-6 cytotox,HSF1 inhib,HSP90 inh,aSyn 5UTR inh,Platelet DG rel,GSK3beta inhib,HSF-1 act,KLF5 inh
COc1cccc(/C=C2\SC(=O)N(CCC(=O)NNC(=O)c3cccc(Cl)c3)C2=O)c1,-7,0,-6,9,2,-37,21,4,2,-18
COC(=O)c1cccc(NC(=O)C2COc3ccccc3O2)c1C (stereo not drawn),-7,-1,.,3,.,-61,-3,-3,17,.
CCOc1ccc(-c2[nH]ncc2-c2ccccc2)c(O)c1,4,-9,0,5,-5,11,-1,-1,19,-26
Cc1cccc(NS(=O)(=O)c2ccc(C(=O)N3CCCCCC3)cc2)c1C,0,0,.,0,.,-8,3,3,12,.
COc1ccc(C(=O)NCC(=O)N/N=C/c2cn(C)c3ccccc23)cc1OC,6,.,3,.,-5,.,.,1,.,-30
Cc1[nH]c2ccccc2c1C(=O)CSC(=S)N1CCOCC1,.,-3,4,13,-9,-33,4,1,5,-46
O=c1oc2cc([N+](=O)[O-])ccc2nc1/C=C(\O)c1cccc(Br)c1,-4,1,4,1,-4,-10,2,0,-4,-19
Fc1ccc(Nc2nc(N3CCOCC3)c3ccccc3n2)cc1,0,0,.,-16,.,11,4,4,-6,.
COc1ccc(N(C(=O)c2cccnc2)S(=O)(=O)c2cccc([N+](=O)[O-])c2)cc1,2,-1,-7,7,7,-16,-8,-1,11,-22
O=[N+]([O-])c1ccc(-c2csc(Nc3ccccc3)[n+]2Cc2ccccc2)cc1,-3,1,-14,31,-5,0,-21,1,84*,-35
O=C(CCN1CCOCC1)Nc1cc(C(=O)Nc2ccccc2F)ccc1N1CC2CC(C1)c1cccc(=O)n1C2 (stereo not drawn),-2,0,4,-5,-3,29,-20,2,-6,-18
CCCCCCc1c(O)nc(SCCN(C)C)[nH]c1=O,-8,0,1,6,3,-6,-29,-2,6,-5
Cc1cc2cc(CNC(=O)c3cccc([N+](=O)[O-])c3)ccc2[nH]1,2,-2,-4,-18,7,8,-4,-4,-35,-5
CCn1cc(/C=N\NC(=O)c2c[nH]c3ccccc23)c(C)n1,-1,-1,3,7,-5,11,-13,1,-7,-51
CC(C)NC(=O)CCCc1c[nH]c2ccccc12,4,-1,2,-3,0,0,-7,0,-3,-21
O=C(/C=C/c1ccccc1)N1CCN(c2ccccn2)CC1,5,-1,1,9,-1,-11,-3,4,6,-27
COc1cc(/C=N/NC(=O)C(=O)NCC2CCCO2)cc(Cl)c1O (stereo not drawn),5,0,-7,-4,2,14,0,2,7,-2
COc1cccc(C(=O)OCC(=O)NCCNC(=O)COC(=O)c2cccc(OC)c2OC)c1OC,-7,-4,0,-3,-1,6,14,0,-2,-21
Cc1ccc(S(=O)(=O)CC(=O)Nc2ccc(S(=O)(=O)Nc3ccccn3)cc2)cc1,8,-2,1,-8,-2,22,-2,1,3,-15
CCOC(=O)C1CC=C(Cl)CC1C(=O)Nc1nccs1 (stereo not drawn),0,-5,2,-3,2,25,-1,-3,5,-34
CCn1c(C)cc(/C=C2/NC(=O)N(CC(=O)Nc3cccc(C)c3)C2=O)c1C,-6,0,6,-1,4,4,-3,2,-1,12
COc1ccc(NC(=O)c2ccco2)cc1NC(=O)c1c(F)c(F)c(OC)c(F)c1F,4,-4,6,11,1,-22,5,4,23,2
COC(=O)c1ccc(C2C(Oc3ccccc3)C(=O)N2CCc2ccc(OC)c(OC)c2)cc1 (stereo not drawn),1,-4,1,16,3,9,0,5,10,-14
Cc1nnc(NC(=O)CSc2ncnc3scc(-c4ccccc4)c23)s1,1,-1,13,-7,3,6,3,1,-11,17
CCOC(=O)C1CCCN(C(=O)c2cccc([N+](=O)[O-])c2C)C1 (stereo not drawn),-4,-3,8,-4,8,1,8,1,-7,1
CC1CCCN(C(=O)Cc2cccc3ccccc23)C1 (stereo not drawn),0,0,0,3,1,-9,3,-3,3,-31
CN(C)C(=O)c1ccc(-n2cnc3ccccc3c2=O)cc1,-2,-2,-1,-5,-2,-18,3,-1,13,-12
O=C(Nc1nnc(-c2ccccc2)o1)NC1CCCCC1,15,0,2,-1,0,-80,6,-1,27,-42
Cc1ccnc2nc(C(=O)N3CCN(c4ccc(F)cc4)CC3)nn12,-9,-2,0,.,1,.,.,2,.,-13
Cn1nc2c(c1C(=O)N1CCCC(C(=O)c3cc(F)ccc3F)C1)CCCC2 (stereo not drawn),5,-2,-4,-6,1,-8,2,-2,3,-18
Cc1nc(CCNC(=O)CC2C(=O)NCCN2CC(C)C)nc2c1CCC2 (stereo not drawn),-3,-2,-6,-9,1,-8,9,0,20,-14
CCSc1nnc(NC(=O)Cn2cnc3c2c(=O)n(C)c(=O)n3C)s1,-3,-3,2,5,-2,-11,-2,-2,6,-4
COC(=O)c1cc(S(=O)(=O)NCCCc2ccco2)c[nH]1,2,-1,1,-5,-1,2,0,0,4,-23
Cc1ccc(C(=O)NCc2ccccn2)c(Cl)c1,5,.,8,3,-3,-92,9,-4,7,-83
CCCCNC(=S)NC(=O)c1ccccc1Br,-4,2,2,0,-2,-30,-3,2,16,-3
COc1ccc(C(OC(=O)c2ccco2)C(=O)NCc2ccc(C)cc2)cc1 (stereo not drawn),-1,-3,-5,10,0,-5,0,2,11,4
CCCN(C(=O)COC(=O)CCOc1ccccc1)c1c(N)n(Cc2ccccc2)c(=O)[nH]c1=O,.,-2,.,-18,.,7,-3,.,-36,.
O=C(OCC(O)COc1ccccc1)c1ccc([N+](=O)[O-])cc1 (stereo not drawn),10,-3,9,-5,5,9,-2,-5,-6,12
COc1cccc(NC(=O)C(=O)NCC2CCCN2S(=O)(=O)c2ccccc2)c1 (stereo not drawn),-1,0,.,33,.,-216,17,3,56*,.
CCOc1ccc(C(=O)NCC(=O)OCc2c(F)cccc2Cl)cc1,-5,-2,1,11,2,-18,17,-1,20,-6
Cc1ccc(C(=O)Nc2ccc(S(=O)(=O)N3CCc4ccccc4C3)cc2)o1,-5,2,3,-3,13,-4,15,0,6,-5
CC(=O)N(Cc1ccc(F)cc1)C1=C(NCc2ccccc2)C(=O)c2ccccc2C1=O,2,.,18,29,11,92*,2,1,43,42
Cc1ccc(/C=N/NC(=O)c2nnn(-c3nonc3N)c2-c2ccccc2)o1,24,15,-1,-5,1,5,5,-13,-10,-15
Cc1nc(SCn2nnc3ccccc3c2=O)nc(C)c1C,-3,-3,4,9,2,-19,5,10,5,-29
CN(CC(=O)Nc1ccc(Cl)c(C(F)(F)F)c1)C(=O)CCN1C(=O)C2CC=CCC2C1=O (stereo not drawn),7,-2,.,1,.,15,-17,2,-4,.
COc1ccc(-c2ccc(-c3noc(C)n3)c(OC)n2)cc1,1,6,-4,19,1,-146,0,1,22,-30
CC(=O)Nc1ccc(C(=O)Nc2ccc3c(c2)OCO3)cc1,1,-1,-2,6,-4,-50,-1,-1,11,-33
Cc1ccc2c(c1)nnn2C1CCN(CC(=O)NCCc2ccccc2)CC1,.,-1,-1,-4,0,31,-4,0,9,7
c1ccc(Cn2nnc3c(NCc4ccc5c(c4)OCO5)ncnc32)cc1,-2,-2,1,3,-1,1,-2,0,-14,-10
CCC(CC)=N/N=C/c1c(O)n(CC)c2cc(C3=NNC(=O)CC3)ccc12,-4,-2,-1,-6,2,13,37,-4,-20,13
CNC(=O)c1c(Cl)cnn1-c1ccccc1,-3,0,0,8,-5,-41,4,3,-15,-17
CCN(CC(=O)Nc1c(F)cccc1F)C(=O)CSCC(=O)Nc1cccc(C)c1,-2,0,.,5,.,6,7,1,8,.
O=C(C(=O)N1CCCC1)c1c[nH]c2ccccc12,-1,0,2,-3,0,-3,2,4,5,-44
